Screens as filed in PubChem BioAssay.
OXTR potentiator: potentiates the human oxytocin receptor response | activation, % at 3 µM | CHO-OTR cells, Fluo-8 calcium fluorescence, potentiator mode; 0% = oxytocin EC15, 100% = EC100 | P30559 | AID 2445 | hit rate 0.061% among 320,000;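 active = activation above that plate's cutoff, the mean activation of tested compounds plus 3 SD, cut at about 6.6% in these data, passing the limit was not always enough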;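 note: 100% uses oxytocin at 75 nM as the full agonist control; some results filed as inactive read as strong as hits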
Target sequence (P30559 whole entry, looked up): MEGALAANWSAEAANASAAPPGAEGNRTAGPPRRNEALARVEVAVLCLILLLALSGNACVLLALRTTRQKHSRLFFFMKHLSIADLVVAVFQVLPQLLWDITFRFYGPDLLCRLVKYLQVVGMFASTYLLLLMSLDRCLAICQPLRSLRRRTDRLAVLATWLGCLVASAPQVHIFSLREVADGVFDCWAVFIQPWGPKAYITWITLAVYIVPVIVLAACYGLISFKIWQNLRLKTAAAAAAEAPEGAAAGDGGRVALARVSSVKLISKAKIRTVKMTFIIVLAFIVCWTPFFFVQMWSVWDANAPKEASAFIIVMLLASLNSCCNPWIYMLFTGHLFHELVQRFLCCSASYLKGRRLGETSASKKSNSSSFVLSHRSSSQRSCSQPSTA
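assay system = CHO-OTR cells, human receptor | schedule = compound 6 min at room temperature before oxytocin, 100 s read | detection = Fluo-8 intracellular calcium fluorescence, ex 470-495, em 515-575 nm | evaluation = normalized max/min fluorescence ratio, % activation | control set = EC15 oxytocin alone as 0%, 75 nM oxytocin (EC100) as 100%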
M1 PAM parental: nonselective activator or artifact in parental CHO-K1 calcium assay; ATP EC20, Fluo-8 calcium fluorescence; 0% at ATP EC20, 100% at ATP max; hit rate 0.02% among 360,000; activation, % at 3 µM; AID 602247;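 active = activation above the run cutoff, the mean activation of all test compounds plus 3 SD, cut at about 40% in these data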;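 note: peak over basal fluorescence ratio in a 140 s read after ATP addition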
CHO-K1 Ca ag: counter-screen for M1 agonists: effect in parental CHO-K1 cells. Fluo-8 calcium fluorescence; scaled to maximal ATP response, vehicle zero. AID 602248. activation, % at 3 µM. hit rate 0.48% among 360,000; in the data active = activation above about 15%;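 note: untransfected CHO-K1 host cells lacking M1 receptor as counterscreen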
TAAR1 agonist: agonists of human TAAR1; activation, % at 3 µM; AID 624467; Q96RJ0; CHO RD-HGA16 TAAR1, Fluo-8 calcium fluorescence; vehicle wells 0%, saturating PEA agonist 100%; hit rate 0.99% among 360,000;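 active = activation above the mean activation of all test compounds in the run plus 3 SD, cut at about 38% in these data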
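Signal – calcium-sensitive Fluo-8 signal, excitation 470-495, emission 515-575 nm · System – RD-HGA16 (CHO) cells co-expressing Gα16 and hTAAR1 · Incubation – 17-24 h seeding, 75 min 37 °C dye, 30 min RT · Compound dosing – 3 µM single concentration · Repeats – no replicates (n 1)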
V1aR counter: counter-screen for oxytocin receptor agonists: human V1a receptor agonists | P37288 | CHO-V1R cells, Fluo-8 calcium fluorescence, agonist mode; 0% DMSO, 100% 3 nM vasopressin | activation, % at 3 µM | hit rate 0.25% among 320,000 | AID 2797;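 active = activation above the mean activation of all tested compounds plus 3 SD, per screening run, cut at about 20% in these data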;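 note: signal is peak over basal fluorescence ratio across a 100 second FLIPR read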
Target sequence (P37288 whole entry, looked up): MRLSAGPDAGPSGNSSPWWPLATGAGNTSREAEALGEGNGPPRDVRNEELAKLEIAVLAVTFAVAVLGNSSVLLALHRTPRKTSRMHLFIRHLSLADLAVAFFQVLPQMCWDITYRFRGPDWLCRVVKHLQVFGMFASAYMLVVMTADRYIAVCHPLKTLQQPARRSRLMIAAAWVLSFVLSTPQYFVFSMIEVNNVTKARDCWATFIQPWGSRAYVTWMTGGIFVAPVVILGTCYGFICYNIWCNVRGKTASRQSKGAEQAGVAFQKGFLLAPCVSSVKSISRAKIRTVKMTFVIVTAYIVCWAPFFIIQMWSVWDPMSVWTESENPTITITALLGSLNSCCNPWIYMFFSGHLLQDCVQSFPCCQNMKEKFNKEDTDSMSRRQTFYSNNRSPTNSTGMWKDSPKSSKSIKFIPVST
CHRM1 agonist: activates human CHRM1 receptor. hit rate 0.33% among 360,000. P11229. activation, % at 3 µM. CHO-K1 hM1, Fluo-8 calcium fluorescence, agonist mode; 0% DMSO, 100% acetylcholine EC100;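 active = activation above the run's mean compound activation plus 3 SD, cut at about 16% in these data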;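 note: peak over basal fluorescence ratio within a 140 s kinetic read after compound addition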
TAAR1 antag: human TAAR1 antagonism | Q96RJ0 | CHO RD-HGA16 TAAR1, Fluo-8 calcium fluorescence, antagonist | inhibition, % at 3 µM | hit rate 1.5% among 360,000 | AID 624466;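 active = inhibition above a per-plate cutoff, the mean inhibition of test compounds on that plate plus 3 SD, cut at about 49% in these data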;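 note: 0% = DMSO plus EC80 beta-PEA response and 100% = DMSO alone without agonist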
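Test system – hTAAR1-expressing CHO RD-HGA16 cells, Gα16-coupled · Also added – β-PEA at EC80 concentration, post-compound challenge · Compound – 3 µM, single point · Incubation – dye loading 75 min at 37 °C, then 30 min room temperature · Measured by – Fluo-8 intracellular calcium dye fluorescence, real-time kinetic reads · Benchmarks – vehicle and agonist controls · Replicates – singlicate, one well per test compound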
CHO parental Ca: counter-screen: ATP calcium response change in parental CHO cells; inhibition, % at 5.6 µM; AID 463079; hit rate 0.63% among 330,000; parental CHO-K1, ATP-induced calcium, Fluo-8 fluorescence;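 active = inhibition above that plate's mean sample inhibition plus 3 SD, cut at about 26% in these data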;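 note: 0% = ATP-challenged DMSO wells and 100% = DMSO wells without ATP; some compounds past the cut are filed as inactive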
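Assay system – parental CHO cells · Reagent – ATP stimulus · Detection – intracellular calcium via Fluo-8 no-wash fluorescent dye · Evaluation – percent inhibition of ATP-evoked calcium rise, normalized to controls · Controls – ATP wells versus no-ATP DMSO wells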
CHO-K1 Ca antag: nonselective inhibitor or artifact in parental CHO-K1 cells | AID 602250 | hit rate 0.6% among 360,000 | inhibition, % at 3 µM | ATP-induced calcium, Fluo-8 fluorescence;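 active = inhibition above a per-plate cutoff, the plate's mean sample inhibition plus 3 SD, cut at about 24% in these data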;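 note: 0% = DMSO plus EC80 ATP and 100% = DMSO alone without ATP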
Numbers without * were called inactive; . = no result given.

SMILES | OXTR potentiator | M1 PAM parental | CHO-K1 Ca ag | TAAR1 agonist | V1aR counter | CHRM1 agonist | TAAR1 antag | CHO parental Ca | CHO-K1 Ca antag
CCC(c1nc2ccccc2c(=O)n1CCN1CCOCC1)N1C(=O)c2ccccc2C1=O (configuration not stated) | 1 | -7 | -0.2 | 1 | 0.0 | -3 | 6 | -18 | 9
CCCCCn1c(CN2CCN(CCO)CC2)nc2c1c(=O)n(C)c(=O)n2C | -3 | 19 | 0.7 | 0 | 0.8 | -8 | 5 | -6 | -14
Cc1ccc(C(=O)NCC(=O)OCC(=O)c2ccc(C)c([N+](=O)[O-])c2)cc1 | -14 | -3 | -0.6 | -3 | 0.1 | -10 | -22 | -9 | 1
O=C(CCc1ccccc1)Nc1ccc2c(c1)OCO2 | -8 | -17 | -0.4 | 1 | 0.8 | -2 | -7 | -13 | 10
COCCOc1cc(-n2ccnc2SC)c(Cl)cc1Cl | -5 | 11 | 1.9 | 7 | 4.6 | -4 | 7 | 6 | -16
COC(=O)c1scc(S(=O)(=O)C(C)(C)C)c1-n1cccc1 | -3 | 19 | 0.8 | 1 | 0.2 | 1 | -5 | -4 | -11
Cc1ccsc1CNS(=O)(=O)c1ccc(F)cc1 | 1 | 27 | 0.1 | -1 | 15 | -5 | -20 | -3 | -13
C[C@@H]1COC(=O)[C@H](Cc2ccc(F)cc2)C/C=C\C[C@@H](CC(=O)NCCO)C(=O)N1 | 0 | 8 | 1.4 | 15 | 15 | -1 | 7 | -3 | -11
CCCCCCNC(=O)C(C#N)c1nc2ccccc2nc1N1CCCC1 (configuration not stated) | -17 | 5 | 0.4 | 4 | -0.6 | -4 | 51* | 22 | -6
CC(C)CC(c1nnnn1C1CCCCC1)N1CCN(c2ncccn2)CC1 (configuration not stated) | -8 | 14 | -0.1 | 6 | 0.4 | -3 | 0 | -9 | -12
CCOC(=O)c1cnc(SC)nc1NCCOC | -6 | 16 | 2.8 | 1 | -0.3 | -16 | -7 | -10 | -15
CCCn1nc(NC(=O)c2ccncc2)c2cc3ccccc3nc21 | 1 | 16 | 1.7 | 4 | -0.8 | -6 | 13 | -26 | -20
CC(C(=O)Nc1cc(Cl)cc(Cl)c1)N1CCCC1 (configuration not stated) | -11 | 12 | 2.5 | 2 | 1.9 | -10 | 6 | -10 | -2
O=C1CCCN2N=C(SCC(=O)Nc3ccc([N+](=O)[O-])cc3)SC2=N1 | -10 | -2 | 1.6 | 1 | 6.4 | -4 | 17 | 2 | 8
COCCN(C(=O)CSc1cc(C)c2ccccc2n1)c1c(N)n(CC(C)C)c(=O)[nH]c1=O | -4 | 13 | 0.1 | 1 | 0.0 | -3 | 4 | -12 | -25
CCCC(=N)C1=C(O)CC(CC(C)SCC)CC1=O (configuration not stated) | -12 | 17 | 0.2 | 9 | 1.1 | -3 | -12 | -10 | -1
CC(C)N(Cc1nnc(-c2ccccc2Br)o1)C(=O)c1cc(Cl)nc2ccccc12 | -5 | 12 | 0.1 | 5 | -0.2 | -5 | 31 | -29 | -18
CC1CCN(CC(=O)Nc2cccc(C(=O)Nc3cccc(C(F)(F)F)c3)c2)CC1 | -15 | 9 | 5.1 | 16 | 3.5 | -6 | 25 | -23 | 1
CC(C)CNC(=O)C1c2ccccc2Oc2ccccc21 | -13 | 16 | 0.3 | 10 | -1.2 | -5 | -5 | -7 | -13
O=C1C2C3C=CC(C4CC34)C2C(=O)N1/N=C/c1c[nH]c2ccccc12 (configuration not stated) | -19 | 20 | 0.3 | 2 | -1.2 | -6 | -6 | -14 | -7
O=C(CSc1ncn(-c2ccccc2)n1)Nc1nc(-c2ccccc2)cs1 | 0 | 16 | 1.8 | 6 | -0.3 | -5 | 17 | -16 | 2
CC1CCCC(C)N1C(=O)COc1ccccc1F (configuration not stated) | -7 | 11 | -0.1 | 3 | 0.3 | -6 | 1 | -7 | -11
Oc1ccccc1N=Nc1ccccc1O | . | -7 | 0.9 | -1 | . | -1 | 8 | . | -11
C=CCNC(=O)c1onc(CSc2cccc(C)c2)c1C(=O)O | -13 | 15 | 0.1 | 10 | 0.3 | -2 | 5 | 4 | -11
O=C(NCCN1CCCCCC1)C1CCN(S(=O)(=O)N2CCOCC2)CC1 | -4 | 17 | 0.1 | -2 | 1.5 | -5 | -7 | -8 | -15
O=C(c1cccc(N2CCCC2=O)c1)N1CCN(c2cccc(Cl)c2)CC1 | -1 | 11 | 10 | . | 14 | 1 | . | -11 | -8
N#CC(=Nc1cccc(F)c1)C1=C(O)c2ccccc2C1=O | . | 8 | 0.1 | 0 | . | -4 | -11 | . | -2
Cc1ccc(C)c(NC(=S)c2nc3ccccc3s2)c1 | -4 | 9 | -0.1 | -1 | -1.1 | -7 | -25 | -10 | -6
N#Cc1ccc(CC(=O)c2ccccc2)[nH]c1=O | . | 4 | 8.6 | 9 | . | 0 | -12 | . | -4
Cc1cccc(C)c1OCc1cc(C(=O)N2CCCC2c2nonc2C)no1 (configuration not stated) | -12 | 17 | 0.7 | -1 | 1.4 | -5 | -13 | -20 | -8
O=C(COC(=O)c1cc[n+]([O-])cc1)NCC12CC3CC(CC(C3)C1)C2 | -9 | 16 | 0.3 | 7 | -0.7 | -4 | -8 | -11 | -14
Cc1cc(C)c(NC(=O)CC(=O)c2ccccc2)c(Cl)c1 | -4 | 16 | 2.1 | -1 | 1.4 | -7 | 3 | -12 | -14
O=C(c1ccccc1)C(CCC(CN1CCOCC1)C(=O)c1ccccc1)CN1CCOCC1 (configuration not stated) | -5 | 12 | 0.3 | 13 | -1.1 | -3 | 12 | -18 | -1
CC(=O)NC1CC2CCCC(C1)N2C(=O)Nc1cccc(Cl)c1 (configuration not stated) | . | 17 | 0.3 | 3 | . | -2 | -1 | . | -11
CCc1ccc(NC(=O)CC2C(=O)N(c3ccc(C)cc3)C(=O)N2C2CC2)cc1 (configuration not stated) | -12 | 21 | 1.1 | 0 | -0.5 | -3 | -25 | -20 | -18
CCOC(=O)c1cc(S(=O)(=O)Nc2ccc(F)cc2F)cn1C | -1 | -12 | 1.1 | 2 | 0.9 | -4 | -34 | -5 | -6
Cc1c(NC(=O)CCSc2ccc(Cl)cc2)c(=O)n(-c2ccccc2)n1C | -2 | 21 | 1.5 | 1 | 1.1 | -4 | -7 | -12 | -10
COc1ccc(NC(=O)c2cc(=O)[nH]c(=O)[nH]2)cc1S(=O)(=O)Nc1ccccc1Cl | 0 | -3 | 0.1 | 0 | 0.7 | -2 | 0 | -19 | -6
COC(=O)c1ccc2nc(Nc3nc4ccc(F)cc4s3)sc2c1 | 6 | 7 | -0.3 | 10 | -0.1 | -2 | -10 | -10 | 1
COc1cc(C(=O)NC2CC(C)(C)CC(C)(C)C2)ccc1OC1CCN(C(C)=O)CC1 | . | 18 | 0.6 | 4 | . | -8 | -3 | . | -8
CCc1ccc(C(=O)COC(=O)c2nn(C)c(=O)c3ccccc23)cc1 | -13 | 18 | 6.7 | 0 | 2.3 | -4 | 8 | -14 | -10
C[C@H](CO)N1C[C@H](C)[C@H](CN(C)C(=O)Nc2ccc(C(C)(C)C)cc2)OCc2cnnn2CCCC1=O | . | 18 | 0.3 | -1 | . | -5 | -3 | . | -11
CC(=O)C1CCC2C3CC(C)=C4CC(O)CCC4(C)C3CCC12C (configuration not stated) | . | -10 | -0.6 | -2 | . | -2 | -26 | . | 3
COc1ccc(S(=O)(=O)Nc2cccc(-c3ccc(N4CCCCCC4)nn3)c2)cc1OC | -7 | -4 | 2.4 | 1 | 0.2 | -5 | 10 | -15 | -8
COc1ccc(S(=O)(=O)N2CCC3(CC2)OCCN3S(=O)(=O)c2c(C)cc(C)cc2C)cc1 | -11 | 12 | 1.1 | 1 | 0.3 | -1 | -7 | -19 | 3
CN(C(=S)NC(=O)CCCOc1ccc(Cl)cc1Cl)c1ccccc1 | -2 | -4 | 0.0 | 2 | 0.4 | -7 | 0 | 7 | -14
OC1CCN(C(c2ccc3ncccc3c2)c2nnnn2C2CCCCC2)CC1 (configuration not stated) | -1 | 25 | 1.9 | 8 | -0.1 | -4 | -7 | -24 | -22
COc1ccc(NC(=O)COc2ccccc2C)cc1S(=O)(=O)N1CCCCC1 | -5 | -13 | 2.5 | 8 | 0.7 | -2 | 21 | -16 | 2
C=CCSC1=N/C(=C/c2ccsc2)C(=O)N1c1ccccc1 | -11 | 18 | 0.8 | 2 | 0.3 | -6 | 4 | -20 | -12
COc1ccc(S(=O)(=O)N(C)C[C@H]2Oc3ccc(NC(=O)NC(C)C)cc3C(=O)N([C@H](C)CO)C[C@@H]2C)cc1 | -7 | 4 | 0.0 | 7 | 0.9 | -6 | 13 | 0 | 0
Cc1ccc(-n2c3c(cc(C(=O)NC4CCSC4=O)c2=O)C(=O)CCC3)cc1 (configuration not stated) | -15 | -6 | 0.2 | 0 | 1.6 | -1 | 2 | -1 | -1
COC(=O)c1cc2ccccc2n1Cc1ccc(Cl)nc1 | -6 | -4 | -1.3 | 0 | -0.7 | -5 | -20 | -16 | -11
COCCCn1c(Cc2csc(Nc3cccc(Cl)c3)n2)nnc1SCC(=O)OC | -8 | 14 | 0.8 | 11 | 0.2 | -5 | -8 | -25 | -1
CCOC(=O)N1CCN(Cc2nc3cc(NC(=O)C(C)C)ccc3n2CC)CC1 | -3 | 4 | 0.6 | 1 | -1.4 | -9 | 14 | 2 | -6
COc1ccc(C(=O)N/N=C/C(C)c2ccccc2)cc1OC (configuration not stated) | -1 | 5 | 0.2 | 3 | -0.1 | -2 | 13 | -8 | 10

No new results follow: entries from further up.
SMILES | OXTR potentiator | M1 PAM parental | CHO-K1 Ca ag | TAAR1 agonist | V1aR counter | CHRM1 agonist | TAAR1 antag | CHO parental Ca | CHO-K1 Ca antag
OC1CCN(C(c2ccc3ncccc3c2)c2nnnn2C2CCCCC2)CC1 (configuration not stated) | -1 | 25 | 1.9 | 8 | -0.1 | -4 | -7 | -24 | -22
COc1ccc(NC(=O)COc2ccccc2C)cc1S(=O)(=O)N1CCCCC1 | -5 | -13 | 2.5 | 8 | 0.7 | -2 | 21 | -16 | 2
C=CCSC1=N/C(=C/c2ccsc2)C(=O)N1c1ccccc1 | -11 | 18 | 0.8 | 2 | 0.3 | -6 | 4 | -20 | -12
COc1ccc(S(=O)(=O)N(C)C[C@H]2Oc3ccc(NC(=O)NC(C)C)cc3C(=O)N([C@H](C)CO)C[C@@H]2C)cc1 | -7 | 4 | 0.0 | 7 | 0.9 | -6 | 13 | 0 | 0
